KLF5 inhibitor = inhibitors of KLF5 expression; DLD-1 KLF5 promoter-luciferase reporter, luminescence; inhibition, % at 5 µM; hit rate 0.23% among 290,000;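 active means inhibition above a per-plate limit of that plate's mean compound inhibition plus 3 SD, cut at about 60% in these data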;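 further: 0% = DMSO wells and 100% = LY294002 at 200 µM; higher means less KLF5 promoter-driven luciferase light; inactives centre near -14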
HSF1 inh = HSF1 inhibition | NIH3T3-HGL HSE-luciferase, MG132-induced, luminescence 8 h; stronger effect = lower value | activity change, negative = inhibition, % at 7.5 µM (by protocol) | hit rate 0.77% among 300,000;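 active means more than half of replicate wells show activity change below -50%, luminescence cut by over half; inconclusive means some wells, but at most half, below -50%; inactive means no replicate well below -50%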;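 further: luciferase reports HSF-1 transcriptional activity via heat shock element; 0% = median of DMSO wells and -100% = zero luminescence signal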
Platelet DG rel = modulates dense granule release in human platelets; human platelet-rich plasma, SFLLRN dense granule ATP release, luminescence; AID 1663; inhibition, %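 (compounds screened at 7.5 µM in platelet-rich plasma)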; hit rate 0.22% among 300,000;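 active means mean replicate score, as percent of positive control, at or above 50; inconclusive means mean below 50 but at least one replicate at or above 50; inactive means mean and every replicate below 50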
HSP90 refold inh = HSP90 refolding inhibition in rabbit reticulocyte lysate | luciferase refolding luminescence, 3 h | inhibition, % at 5.6 µM | hit rate 0.91% among 290,000;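 active means inhibition above the screen-wide mean plus 3 SD, computed separately per campaign, cut at about 16% in these data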;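 further: 0% = DMSO wells and 100% = 60 µM geldanamycin wells; inhibitors lower the luminescence because luciferase stays unfolded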
GSK3 alpha inh = blocks human GSK-3 alpha kinase | P49840 | ADP-Glo luminescence, 60 min | inhibition, % at 10 µM | hit rate 0.1% among 320,000;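 in the data active means inhibition above about 50%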;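 further: GST-tagged GSK-3 alpha with peptide substrate and 25 µM ATP; 0% = DMSO neutral wells and 100% = GW8510 positive control wells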
Target sequence (P49840 whole entry, looked up): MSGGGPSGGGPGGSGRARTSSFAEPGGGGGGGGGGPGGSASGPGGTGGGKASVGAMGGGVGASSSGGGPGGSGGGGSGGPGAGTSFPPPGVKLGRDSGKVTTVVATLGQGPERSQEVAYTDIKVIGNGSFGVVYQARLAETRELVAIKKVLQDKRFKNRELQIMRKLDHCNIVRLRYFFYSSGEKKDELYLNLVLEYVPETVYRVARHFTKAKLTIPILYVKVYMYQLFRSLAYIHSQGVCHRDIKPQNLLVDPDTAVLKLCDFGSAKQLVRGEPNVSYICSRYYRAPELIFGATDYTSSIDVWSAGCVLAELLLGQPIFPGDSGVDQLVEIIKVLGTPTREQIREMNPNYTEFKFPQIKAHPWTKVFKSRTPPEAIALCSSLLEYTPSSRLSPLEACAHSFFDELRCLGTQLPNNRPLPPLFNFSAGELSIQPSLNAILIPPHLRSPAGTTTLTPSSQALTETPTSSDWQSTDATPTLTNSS
aSyn 5UTR inh = 5' untranslated region of α-synuclein, MLPCN primary screen | hit rate 0.82% among 300,000 | alpha-synuclein 5'UTR reporter, inhibitor activity | inhibition, % (tested at 7.5 µM); in the data active means inhibition above about 60%; inconclusive means no clear call, values can overlap the other calls;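 further: H4 neuroglioblastoma cells stably carrying SNCA 5'UTR luciferase fusion; 0% = DMSO wells and 100% = positive control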
IEC-6 cytotox = counter-screen for KLF5 inhibitors: cytotoxicity in IEC-6 cells | inhibition, % at 5 µM | hit rate 0.78% among 290,000 | IEC-6 cytotoxicity, luminescence viability; in the data active means inhibition above about 22%;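 further: 0% = plate median of test compound wells and 100% = cytotoxic reference compound wells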
GSK3B inh = inhibitors of human GSK3beta kinase; P49841; GST-GSK3beta kinase, ADP-Glo luminescence, 60 min; stronger effect = lower value; activity score (negative = inhibition), % at 10 µM; hit rate 0.038% among 300,000;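 active means more than half of replicate wells score below -50%, meaning over 50% inhibition versus plate controls; inconclusive means some replicates but at most half score below -50%; inactive means no replicate scores below -50%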;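 further: 0% = median DMSO wells and -100% = median GW8510 positive control wells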
Target sequence (P49841 whole entry, looked up): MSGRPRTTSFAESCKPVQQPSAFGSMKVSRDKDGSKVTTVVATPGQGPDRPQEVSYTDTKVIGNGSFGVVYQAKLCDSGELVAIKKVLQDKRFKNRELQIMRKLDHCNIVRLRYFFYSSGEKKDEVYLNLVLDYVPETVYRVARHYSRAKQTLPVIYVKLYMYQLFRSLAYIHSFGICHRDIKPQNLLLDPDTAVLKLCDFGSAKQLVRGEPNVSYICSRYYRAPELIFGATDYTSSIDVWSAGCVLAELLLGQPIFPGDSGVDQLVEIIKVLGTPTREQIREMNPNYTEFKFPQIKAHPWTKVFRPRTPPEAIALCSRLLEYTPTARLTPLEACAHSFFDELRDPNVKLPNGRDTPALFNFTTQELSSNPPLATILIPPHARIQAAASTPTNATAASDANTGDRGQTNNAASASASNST
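Assay system: GST-fused GSK3beta enzyme, cell-free / Medium: Tris pH 7.5 buffer with MgCl2, DTT, BSA, heparin / Also added: peptide substrate plus 25 µM ATP (final) / Compound: 10 µM single point / Timing: kinase reaction with compound 60 min at room temperature / Detection: ADP-Glo luminescence / Benchmarks: DMSO neutral wells and GW8510 at 20 µM as positive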
DYRK1A inh = Dyrk1A (rat) kinase inhibition; Q63470; AID 504441; inhibition, % at 12.5 µM; hit rate 0.43% among 310,000; ADP-Glo luminescence, NFATc1 peptide; in the data active means inhibition above about 50%;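 further: plate controls were vehicle with enzyme for no effect and no enzyme for full effect; many of its hits are not listed in these tables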
HSF-1 act = increases HSF-1 driven luciferase reporter signal | hit rate 1.7% among 300,000 | NIH3T3-HGL HSF-1 luciferase reporter, MG132, 8 h; 100% = twice DMSO control signal | activation, % at 9 µM;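 active means mean replicate activation of at least 50% with a set share of replicates each reaching 50%; inconclusive means only one of those two conditions met; inactive means mean below 50% and too few replicates reaching it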;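 further: 0% = median of the neutral control wells and 100% = twice that signal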
* hit, by the source's call; ? = inconclusive; · = not tested or not shown.

Preview (two entries):
SMILES | KLF5 inhibitor | HSF1 inh | Platelet DG rel | HSP90 refold inh | GSK3 alpha inh | aSyn 5UTR inh | IEC-6 cytotox | GSK3B inh | DYRK1A inh | HSF-1 act
Cc1ccc(NC2=C(NC(=O)c3ccccc3)C(=O)c3ccccc3C2=O)cc1Cl | -1 | 23 | 2 | 8 | 1 | 1 | 5 | -2 | 4 | 48
CCN1CCN(CC(=O)N/N=C/c2cc(Br)cs2)CC1 | -48 | 2 | -4 | 0 | 9 | 4 | -5 | · | · | 2

Main list (from the top)
SMILES | KLF5 inhibitor | HSF1 inh | Platelet DG rel | HSP90 refold inh | GSK3 alpha inh | aSyn 5UTR inh | IEC-6 cytotox | GSK3B inh | DYRK1A inh | HSF-1 act
Cc1ccc(NC2=C(NC(=O)c3ccccc3)C(=O)c3ccccc3C2=O)cc1Cl | -1 | 23 | 2 | 8 | 1 | 1 | 5 | -2 | 4 | 48
CCN1CCN(CC(=O)N/N=C/c2cc(Br)cs2)CC1 | -48 | 2 | -4 | 0 | 9 | 4 | -5 | · | · | 2
Cc1ccc(Cn2nnc3c(=O)n(CC(=O)NCc4ccc5c(c4)OCO5)cnc32)cc1 | -28 | -6 | -1 | 0 | 1 | 15 | 0 | 3 | -4 | -10
CCN(CC)S(=O)(=O)c1cccc(NC(=O)COC(=O)c2ccc(Br)o2)c1 | -46 | 0 | 1 | -1 | 3 | 17 | -2 | 1 | 5 | -9
CC1CCc2c(sc(NC(=O)CCCn3cnc([N+](=O)[O-])n3)c2C(N)=O)C1 (centres undefined) | 1 | -2 | 16 | 1 | 36 | 11 | -1 | -7 | -3 | -11
CCOC(=O)CC(=O)CSc1nnc(Cn2c(=O)sc3ccccc32)n1C | -15 | 3 | -2 | 1 | 1 | -25 | -1 | 1 | -3 | 27
COc1ccc(OC)c(-c2nc(C(=O)NCC3CCCO3)cc3c2[nH]c2ccccc23)c1 (centres undefined) | 12 | 4 | -1 | -1 | -4 | 9 | 1 | -2 | 0 | 17
O=c1[nH]ncc(N/N=C\c2cccnc2)c1Cl | -8 | -4 | 7 | 0 | 3 | 1 | 5 | -1 | · | -1
Cc1ccc(OCCCn2ccnc2)cc1C | -23 | -13 | 5 | 2 | 0 | -35 | 8 | 3 | 5 | 1
COC(=O)c1cc(=O)n(Cc2cccs2)c(=NCc2cccs2)s1 | -15 | -7 | 3 | -2 | -3 | -20 | -1 | 0 | 0 | -1
CN(C)c1cc(-c2ccccc2)nc(N)n1 | · | -10 | -14 | · | -1 | -34 | · | 2 | -1 | 8
CC(C(=O)NC1CCCCC1)N1C(=O)C2C3C=CC(C3)C2C1=O (centres undefined) | -19 | 0 | -21 | -2 | 1 | 9 | 0 | 4 | -2 | -1
COc1cc2[nH]c3c(=O)n(CCN4CCCCC4)cnc3c2cc1OC | -20 | -4 | 0 | -1 | 1 | 18 | 3 | 0 | 18 | -1
NC(=O)c1c(NC(=O)CSc2nc(N)cc(=O)[nH]2)sc2c1CCCC2 | -27 | 4 | -1 | 3 | 11 | 31 | -4 | -8 | 18 | 39
CCOc1ccc(/C=C2\C(=O)c3ccccc3OC2c2ccccc2)cc1 (centres undefined) | -53 | 9 | 1 | -8 | 3 | -26 | -6 | 1 | 3 | 1
Nc1nc(C(F)(F)F)cc(=O)n1N | -9 | 6 | -1 | -1 | 4 | 8 | 8 | 2 | -1 | 19
Cc1ccc2c(c1)N(CC(=O)N1CCCCCC1)C(=O)c1cccnc1O2 | -2 | 4 | 5 | -2 | -3 | 27 | -1 | 0 | -5 | 21
C=CCN1C(=O)S/C(=C\c2ccc3c(c2)n(C)c(=O)n3C)C1=O | -25 | -4 | -12 | 0 | -1 | -43 | -6 | 1 | 26 | -2
CCn1cc(NC(=O)Nc2ccccc2C(=O)OC)c(C(N)=O)n1 | -23 | 0 | ? | 2 | 1 | -1 | -8 | 1 | 2 | -2
Cc1cc(Br)c(NC(=O)c2ccccc2[N+](=O)[O-])cc1C | -22 | -5 | -4 | 2 | -2 | 15 | 3 | 2 | 9 | -1
COc1cc(-c2nnc(Cn3cc(C(F)(F)F)ccc3=O)o2)cc(OC)c1OC | -12 | 5 | 6 | -3 | 0 | -16 | -2 | -1 | -11 | 6
O=C(NCCNC(=O)c1ccc(F)cc1)c1ccc(F)cc1 | · | -6 | 1 | · | -3 | 6 | · | 3 | 2 | -13
Cc1nnc(SCC(=O)NC2CCCCC2)n(N)c1=O | -49 | -14 | 7 | -2 | -2 | 20 | -7 | 2 | 4 | -6
Cc1ccnc(SCc2ccc([N+](=O)[O-])cc2)n1 | 4 | 5 | -3 | 2 | -2 | -7 | -3 | 2 | 0 | -2
Nc1nnc(SCC(=O)N2CCc3ccccc32)n1-c1ccccc1 | -15 | -4 | 2 | -1 | -1 | 4 | 0 | 1 | -2 | 4

New compounds follow
SMILES | KLF5 inhibitor | HSF1 inh | Platelet DG rel | HSP90 refold inh | GSK3 alpha inh | aSyn 5UTR inh | IEC-6 cytotox | GSK3B inh | DYRK1A inh | HSF-1 act
COc1ccc(S(=O)(=O)NCC2CCCN(C(=O)CNC(C)=O)C2)cc1 (centres undefined) | -5 | 3 | -2 | 1 | -1 | 9 | 6 | 0 | -1 | -6
CCOC(=O)c1ccc(NC(=O)NC2CCN(CC(=O)NCc3ccc4c(c3)OCO4)CC2)cc1 | -4 | -9 | -4 | 0 | -1 | 22 | 0 | 3 | 3 | 13
CCc1ccccc1N(CC(=O)NC1CCCC1)C(=O)CNC(=O)c1cccs1 | 0 | 3 | -6 | -2 | 2 | -13 | -7 | 1 | -8 | 4
Cc1cc(=O)n2nc(N3CCCC(C(=O)Nc4ccc(C)c(C)c4)C3)sc2n1 (centres undefined) | -32 | 6 | 0 | -2 | -1 | -4 | -1 | 0 | -1 | -6
COC(=O)c1ccc(C2OCC(C)(C)CO2)cc1 | -33 | -5 | -3 | -3 | 0 | -135 | -4 | -7 | -3 | 13
O=C(N/N=C/c1c[nH]c2ccccc12)c1cc2ccccc2o1 | 2 | 5 | 5 | 6 | 0 | -20 | 13 | -2 | 1 | 18
CCOc1ccc(C2C=C(c3ccc(C)cc3)Nc3ncnn32)cc1 (centres undefined) | -26 | 7 | 0 | -1 | -3 | -9 | 8 | 0 | · | 3
Cc1ccc(C(=O)C(C)OC(=O)Cn2c(C)csc2=O)cc1 (centres undefined) | -12 | -6 | 1 | 0 | 0 | 6 | -3 | 0 | 2 | -10
CCC(C)[C@H](NC(=O)NCc1ccc(OC)c(OC)c1)C(=O)O (some centres undefined) | -8 | -6 | 18 | -3 | 0 | 21 | 0 | -3 | -2 | -29
CC(C)CNC(=O)c1cc2nc(C3CC3)cc(C(F)(F)F)n2n1 | -16 | 4 | 2 | 8 | -14 | 6 | 4 | 2 | -4 | 3
Cc1cc(C(=O)N2CCc3ccccc3C2)n[nH]1 | -41 | 5 | 1 | -3 | 1 | -12 | 3 | 1 | · | 5
Cc1nnc(SCC(=O)N2CCN(S(=O)(=O)c3ccccc3)CC2)[nH]c1=O | -1 | -3 | -15 | 1 | -1 | -9 | -1 | 1 | 1 | 4
O=C(CS(=O)(=O)Nc1ccc(F)cc1Cl)Nc1ccc(F)cc1Cl | -2 | -2 | 3 | 4 | -1 | -9 | -3 | -3 | -2 | -6
CC(C)c1csc(CN2CCCC(CNC(=O)c3cccc4ccccc34)C2)n1 (centres undefined) | -13 | 0 | 18 | 0 | 1 | -8 | -9 | 5 | 2 | 28
CC1CCCC(C)N1C(=O)c1cc(-c2ccco2)on1 (centres undefined) | -37 | 0 | -24 | -2 | -2 | -28 | -4 | 0 | -7 | 17
O=C(NC1CCCC1)c1ccc(CS(=O)(=O)Cc2ccccc2Cl)o1 | -5 | -4 | 9 | -2 | -2 | 6 | 1 | -3 | -2 | 0
CCCNc1nc2c(c(=O)n(C)c(=O)n2C)n1CCC(C)C | -7 | 1 | -4 | -1 | 0 | -9 | 0 | 4 | -4 | -1
COC(=O)CSc1nnc(CNC(=O)c2ccc(OC)c(OC)c2)n1C | -8 | -1 | -18 | 2 | -4 | 1 | 2 | 2 | · | 13
Cc1c(C)c2cc(Cl)c(OCC(=O)N3CCN(c4ccc(F)cc4)CC3)cc2oc1=O | -12 | -7 | 7 | 3 | 4 | 11 | -5 | 5 | -2 | -27
O=C(c1cc(COc2ccc3ncccc3c2)on1)N1CCC[C@H]1CO | -47 | -2 | 15 | 2 | 2 | -67 | 4 | -4 | 3 | 3
CC(=O)Nc1ccc(S(=O)(=O)NNC(=O)NC23CC4CC(CC(C4)C2)C3)cc1 | -22 | 5 | -11 | 2 | 1 | 11 | -2 | -3 | 1 | 4
Cc1ccccc1-c1nnc(SCC#N)o1 | -6 | 1 | 1 | -4 | 0 | -14 | -10 | 1 | -4 | -12
COC(=O)c1cc(-c2ccc(OC)c(OC)c2)c2c(=O)[nH]c(=O)n(C)c2n1 | -30 | -9 | 1 | 2 | 0 | 30 | -2 | 4 | -2 | -8
COC(=O)c1ccc(CSc2nc3sc4c(c3c(=O)n2C)CCCC4)o1 | 11 | 0 | 1 | 4 | -5 | 4 | 0 | 1 | 0 | 15
COc1cc(/C=C/C(=O)O)cc(S(=O)(=O)N2CCCc3ccccc32)c1OC | -2 | 3 | -1 | 2 | -1 | 18 | 3 | 2 | 1 | 19

Given comma-delimited: part of the list above.
structure,KLF5 inhibitor,HSF1 inh,Platelet DG rel,HSP90 refold inh,GSK3 alpha inh,aSyn 5UTR inh,IEC-6 cytotox,GSK3B inh,DYRK1A inh,HSF-1 act
O=C(CS(=O)(=O)Nc1ccc(F)cc1Cl)Nc1ccc(F)cc1Cl,-2,-2,3,4,-1,-9,-3,-3,-2,-6
CC(C)c1csc(CN2CCCC(CNC(=O)c3cccc4ccccc34)C2)n1 (centres undefined),-13,0,18,0,1,-8,-9,5,2,28
CC1CCCC(C)N1C(=O)c1cc(-c2ccco2)on1 (centres undefined),-37,0,-24,-2,-2,-28,-4,0,-7,17
O=C(NC1CCCC1)c1ccc(CS(=O)(=O)Cc2ccccc2Cl)o1,-5,-4,9,-2,-2,6,1,-3,-2,0

Some of these compounds in order of their number in aSyn 5UTR inh, low to high:
canonical_smiles	aSyn 5UTR inh
Cc1cc(C(=O)N2CCc3ccccc3C2)n[nH]1	-12
O=C(CS(=O)(=O)Nc1ccc(F)cc1Cl)Nc1ccc(F)cc1Cl	-9
CCC(C)[C@H](NC(=O)NCc1ccc(OC)c(OC)c1)C(=O)O (some centres undefined)	21
COC(=O)c1cc(-c2ccc(OC)c(OC)c2)c2c(=O)[nH]c(=O)n(C)c2n1	30

Only part of the results is shown. The share of hits here may be higher or lower than overall.
